Screening data (PubChem BioAssay)
ERb SRC1 inh = blocks coactivator binding to human estrogen receptor beta; Q92731; inhibition, % at 25.6 µM; hit rate 1.3% among 86,000; TR-FRET ER-beta LBD / SRC1-Cy5 peptide binding; receptor agonist-loaded with 1 µM estradiol;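 active = compounds whose percent inhibition of the receptor-coactivator binding signal exceeds about 50% in the single-dose screen, limit read from the data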;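 also: 0% = receptor plus peptide wells without compound and 100% = peptide-only wells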
sEH activator = activators of human soluble epoxide hydrolase. P34913. purified human sEH enzymatic activity, activator screen. activation, % at 2 µM. hit rate 0.04% among 91,000; in the data active = activation above about 37%; also: values of inactives mirror those of a sister screen read the other way
CD11b adhes inh = inhibitors of human CD11b/CD18 binding to fibrinogen; hit rate 0.54% among 93,000; inhibition, % at 10 µM; K562 CD11b/CD18 adhesion to fibrinogen, ATPlite luminescence; Mn2+ added to activate the integrin; AID 1497;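 active = primary inhibition of 50% or more at 10 µM, then 40% or more on retest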; also: some results filed as inactive read as strong as hits
Target sequence (P05107 whole entry, looked up, other chains not shown): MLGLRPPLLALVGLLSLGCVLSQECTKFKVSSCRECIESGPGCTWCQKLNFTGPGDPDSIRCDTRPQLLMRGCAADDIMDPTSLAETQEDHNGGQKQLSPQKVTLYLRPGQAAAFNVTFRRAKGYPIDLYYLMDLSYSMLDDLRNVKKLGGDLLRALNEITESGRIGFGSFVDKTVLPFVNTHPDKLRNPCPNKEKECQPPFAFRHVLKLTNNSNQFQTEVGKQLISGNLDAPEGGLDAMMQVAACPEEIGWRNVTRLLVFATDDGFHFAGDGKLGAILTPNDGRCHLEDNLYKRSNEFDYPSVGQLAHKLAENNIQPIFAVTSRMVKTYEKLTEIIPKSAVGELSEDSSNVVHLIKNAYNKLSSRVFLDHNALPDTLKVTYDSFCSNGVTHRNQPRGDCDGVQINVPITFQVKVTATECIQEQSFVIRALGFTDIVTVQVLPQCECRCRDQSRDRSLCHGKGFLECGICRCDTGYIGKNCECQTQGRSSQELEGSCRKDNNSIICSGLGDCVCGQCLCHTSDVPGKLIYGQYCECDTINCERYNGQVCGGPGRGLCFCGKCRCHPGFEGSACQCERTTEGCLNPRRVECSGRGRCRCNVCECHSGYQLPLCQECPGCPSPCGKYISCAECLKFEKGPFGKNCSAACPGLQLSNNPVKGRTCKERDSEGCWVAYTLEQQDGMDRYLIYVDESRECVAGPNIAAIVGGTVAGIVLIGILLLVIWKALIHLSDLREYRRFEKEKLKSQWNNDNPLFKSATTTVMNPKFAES
Smad3 inh = blocks human Smad3 binding to FoxH1 peptide. P84022. TR-FRET Smad3/Dy647-FoxH1 peptide binding, europium anti-His. inhibition, % at 25 µM. hit rate 0.29% among 88,000. AID 630;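 active = compounds that reduce the energy-transfer binding signal between the protein and its labelled peptide by more than half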;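 also: 0% = Smad3 plus labelled peptide maximal FRET and 100% = peptide-only background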
MT1-MMP txn act = MT1-MMP promoter transcription activation; hit rate 0.16% among 86,000; HT1080 MT1-MMP promoter luciferase reporter, luminescence, overnight; active compounds read high; AID 750; activation factor at 10 µM;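 active = activation factor of at least 2 for MT1-MMP transcription at 10 µM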
Candida biofilm = kills Candida albicans biofilms. C. albicans biofilm + clotrimazole, Alamar Blue. inhibition, % at 6 µM. hit rate 0.14% among 85,000;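 active = inhibition above 20%; inactive = inhibition below 20%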;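 also: preformed 24 hr biofilms exposed to compound for 48 hr; 0% = biofilm without compound and 100% = blank killed by clotrimazole plus chlorhexidine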
Mac1 fbg enh = increases human CD11b/CD18 adhesion to fibrinogen. P05107+P11215. K562 CD11b/CD18 adhesion to fibrinogen, ATPlite luminescence. activation, % at 10 µM. hit rate 0.07% among 93,000. AID 1499;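 active = 10 µM primary screen giving 50% or more activity, confirmed by 40% or more on retest at that dose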; also: strong numbers were not always called active; reference of the scale not given here
ERa coact pot = enhances coactivator binding to human estrogen receptor alpha. P03372. TR-FRET ERalpha-LBD/SRC-Cy5 coactivator binding, 2 h; 100 = basal binding, no effect. coactivator binding (% of control), % at 25.6 µM. hit rate 1.3% among 86,000; in the data active = activity above about 200%;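 also: binding measured in presence of low estradiol as agonist stimulus; 0% = peptide alone without receptor and 100% = receptor with peptide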
sEH inh = inhibitors of human soluble epoxide hydrolase. recombinant human sEH enzymatic activity assay. hit rate 0.34% among 91,000. AID 707. inhibition, % at 2 µM. P34913; in the data active = inhibition above about 80%; also: values of inactives mirror those of a sister screen read the other way; many of its hits are not listed in these tables
An asterisk follows results filed as active; x = no result given; [ ] = another dose, or the depositor's remark. Only part of the results is shown; the hit share may differ from the screen's.

Fields – Smad3 inh	CD11b adhes inh	ERb SRC1 inh	sEH activator	Candida biofilm	Mac1 fbg enh	ERa coact pot	sEH inh	MT1-MMP txn act
> CCN(CC)C1CC(=O)N(c2cccc(C)c2)C1=O (stereo unspecified)
    -1	-6	-16	x	-1	-5	82	x	1.1
> COC(=O)CSc1nnc(-c2cccs2)n1-c1ccc(Cl)cc1
    3	-32	2	1	10	-4	104	-3	1.2
> CC1=C(C(=O)OC(C)(C)C)C(c2ccco2)C(C#N)=C(N)O1 (stereo unspecified)
    2	2	-3	4	5	-1	113	-6	1
> COc1cc(C(=O)Nc2nc3ccc(S(=O)(=O)N4CCOCC4)cc3s2)cc(OC)c1OC
    -3	2	3	16	6	12	126	-16	1
> COc1ccc(N2CCN(C(=O)C(Cc3ccccc3)n3cccc3)CC2)cc1 (stereo unspecified)
    5	4	-9	-4	-3	3	126	3	1.2
> COc1ccc(C(C)=O)cc1COC(=O)c1ccc(OCc2c(C)noc2C)cc1
    -27[fluorescence artefact?]	-18	42[fluorescence artefact?]	1	5	30	277*	0	1.2
> COc1cc(OC)c(C2=NOC(C(=O)NCCc3ccccc3)C2)cc1Cl (stereo unspecified)
    -6	7	-9	8	7	-3	110	-10	1.1
> CCOC(=O)CC(=O)CSc1nc2ccc(C)cc2cc1C#N
    8	-9	5	9	10	-5	113	-7	1.5
> CN(C)CCCNc1oc(-c2ccccc2)nc1C#N
    10[fluorescence artefact?]	-4	-11	x	4	-2	112	x	1.2
> Cc1oc(-c2ccc(Cl)cc2)nc1CN1CCCC(C(=O)NCCCN2CCCC2=O)C1 (stereo unspecified)
    -5	-4	-6	x	15	2	139	x	1
> C=CCn1c(N2CCCCCC2)nc2c1c(=O)n(C)c(=O)n2C
    6	5	10	-5	8	-4	95	6	1.1
> CN(C)C(=O)NCc1ccc(S(N)(=O)=O)cc1
    3	-10	-5	-4	6	2	125[fluorescence artefact?]	5	1.2
> CCOc1ccccc1NC(=O)CN(c1cc(C)cc(C)c1)S(=O)(=O)c1c(C)noc1C
    -2	-6	3	3	0	-2	122	-1	1.1
> CCOc1ccc(OCC)c(NC(=O)CSc2nnnn2CC)c1
    5[fluorescence artefact?]	x	1[fluorescence artefact?]	0	-3	x	91	5	1.2
> Cn1c(Cn2c(=O)sc3ccccc32)nnc1SCc1ccccc1F
    2	-24	-1[fluorescence artefact?]	-8	4	-2	115	12	1.1
> CCOC(=O)c1ccc(COC(=O)c2nonc2N)cc1
    -3	2	-19[fluorescence artefact?]	-7	6	-6	113	6	1.2
> COc1ccc(C)cc1NC(=O)CN1CCN(S(=O)(=O)c2ccc(C(C)C)cc2)CC1
    x	-5	x	-2	x	2	x	4	1
> COc1ccc(Nc2nc3ccccc3nc2-n2nc(C)cc2C)cc1
    37	-50	4	9	4	-1	86	-7	1.4
> CC(=O)N(C)C1=C(N2CCOCC2)C(=O)c2ccccc2C1=O
    x	16	x	1	x	-7	x	2	x
> CC(C)Nc1nc(NC(C)C)nc(N(C#N)CCOc2ccc(Cl)cc2Cl)n1
    22	x	-5	9	3	x	96	-6	1.3
> O=C(CN1C(=O)c2cccc3cccc1c23)NCc1ccccn1
    7	1	-7	9	2	-4	109[fluorescence artefact?]	-5	1.3
> CCN(CCCc1ccccc1)CCCc1ccccc1
    -6	x	2	x	10	x	124	x	1.2
> CCOc1ccc(NC(=O)N2CCN(CC)CC2)cc1
    5	-3	-2	0	0	6	105	-1	1.1
> Cn1nnc(NC(=O)c2ccccc2)n1
    1	x	-16	-2	7	x	116[fluorescence artefact?]	6	1.1
> CCn1cc(C(=O)NCc2ccco2)c(=O)c2cc(S(=O)(=O)N3CCC(C)CC3)ccc21
    1	27	-3	3	7	-2	115	-1	1
> Cc1ccc(-c2cc(C(F)F)nc(NCc3cccnc3)n2)cc1
    -4	x	-7	2	10	x	107	-4	1
> CC(=O)c1sc(N)c(C(=O)OC(C)C)c1C
    5	-19	-1	-9	5	9	125	8	1.2
> COc1ccc(CCN2CC(C(=O)NCc3ccco3)CC2=O)cc1OC (stereo unspecified)
    x	-1	x	1	x	0	x	-2	x
> c1ccc(CNC2=NCCCCC2)cc1
    -1	-11	1	-18	4	7	127	18	1.1
> CN(C1CCS(=O)(=O)C1)S(=O)C12CC3CC(CC(C3)C1)C2 (stereo unspecified)
    8	x	4	3	11	x	110	-2	1
> COc1ccc(CC(=O)OCc2nnc(C3COc4ccccc4O3)o2)cc1OC (stereo unspecified)
    1	x	4[fluorescence artefact?]	5	3	x	93	-7	1.1
> CCOC(=O)c1cc(-c2ccccc2)sc1N
    -14	x	5[fluorescence artefact?]	-9	7	x	65	8	1.6
> Cc1ccc(CN2C(=O)CCC2C(=O)NCc2ccc3c(c2)OCO3)cc1 (stereo unspecified)
    -3	x	-9	5	4	x	121	-4	1
> C=CCn1c(N)c(C(=O)Nc2ccccc2)c2nc3ccccc3nc21
    12	-23	2	x	1	12	100	x	1
> Cc1ccc(C(CCN)c2ccco2)cc1 (stereo unspecified)
    10[fluorescence artefact?]	-2	-26[fluorescence artefact?]	-13	8	1	97	15	1.2
> CCN(CCO)c1ncnc2c1sc1nc(CC(C)C)c3c(c12)CC(C)(C)OC3
    -14	-1	31	16	-1	-1	104	-15	1.1
> CCCOc1cccc(C2/C(=C(/O)c3ccccc3)C(=O)C(=O)N2CCN(C)C)c1 (stereo unspecified)
    -4	-1	3	4	-3	-3	109	-2	1.2
> CCOC(=O)N1CCN(S(=O)(=O)c2cccs2)CC1
    12	-8	-1	1	9	1	108	0	1.2
> CS(=O)(=O)Nc1ccc(C(=O)NC2CCCC2)cc1
    -14	15	-8	0	6	-7	129[fluorescence artefact?]	-1	1.1
> COC(=O)CC(N)c1ccc(OC)c2ccccc12 (stereo unspecified)
    7	-17	-2[fluorescence artefact?]	13	9	-3	114	-11	1
> Cc1c(Br)cc(C(=O)NCCCN2CCOCC2)c(C)c1C
    -1[fluorescence artefact?]	-1	2[fluorescence artefact?]	0	10	-1	102	0	1.1
> Cc1nc2cc(Cl)c(Cl)cc2nc1C
    -8	3	6[fluorescence artefact?]	x	6	9	80	x	1.4
> Nc1ccc(C(=O)OCC(=O)NC2CCCc3ccccc32)cc1[N+](=O)[O-] (stereo unspecified)
    11	-7	-27	-14	5	0	68[fluorescence artefact?]	14	1.1
> COc1ccc2nc(NC(=O)CSc3nccc(C)n3)sc2c1
    5	18	-8	8	-3	0	97	-4	0.9
> O=C(NCc1ccco1)c1ccc(COCC(F)(F)F)cc1
    x	3	x	3	x	-4	x	-3	1.1
> CCCCCn1c(S(=O)(=O)O)nc2ccccc21
    -1	6	1	x	1	-6	118	x	1.1
> COc1ccccc1S(=O)Cc1ccc(C(=O)O)o1 (stereo unspecified)
    3	x	-3	x	10	x	110	x	1.1
> COc1ccc(-n2nc3c(c2NC(=O)c2cc(Br)ccc2Cl)CS(=O)C3)cc1 (stereo unspecified)
    -3	-2	-3	8	6	10	105	-9	1
> COc1ccc(C(C)=O)cc1CSc1nc2ccccc2o1
    12	-6	-5	-12	7	0	109	12	1.2
> COc1ccc(C2CC(c3ccc(OC)cc3)n3nc(NC(=O)c4ccco4)nc3N2)cc1 (stereo unspecified)
    -20	-10	-6	6	x	1	101	-6	1.1
> Cc1cc(NC(=O)C2CC(c3cccc(Br)c3)=NO2)no1 (stereo unspecified)
    -7	-6	38	0	11	1	99	0	1.1
> CCCNCc1cc(OC)c(OCCC)cc1Cl
    3	x	-13	5	2	x	120	-9	1.1
> CC(=O)CS(=O)(=O)c1ccc(Oc2ccc(S(=O)(=O)CC(C)=O)cc2)cc1
    -2	x	-6	4	8	x	82[fluorescence artefact?]	-6	1.1
> Cc1cnc(NC(=O)CN(C)S(=O)(=O)c2ccc(Cl)cc2)s1
    -11	30	26[fluorescence artefact?]	-5	8	1	99[fluorescence artefact?]	6	1.2
> Cn1c(-c2ccc3ccccc3n2)nc2cnccc21
    -3	22	-4	1	4	-7	114	-1	1.7
> O=C(NC1CC2CCCC(C1)N2C(=O)NC1CCCCC1)c1ccccc1 (stereo unspecified)
    -2	-11	14	6	4	0	90	-6	1.2
> CCOC(=O)C1=C(c2ccccc2)Nc2ncnn2C1c1cccc(OC)c1OC (stereo unspecified)
    14[fluorescence artefact?]	3	-25[fluorescence artefact?]	-3	10	2	110	3	x
> O=C(Cn1cc([N+](=O)[O-])cn1)N1N=C(C(F)F)CC1(O)C(F)F (stereo unspecified)
    4	x	-1	3	-4	x	98	2	1.1
> COc1ccc(OC)c(NC(=O)Cn2cc(C#N)c3ccccc32)c1
    -8	11	1	-12	9	0	104	16	1.2
> COc1ccc(NC(=O)CSc2nnc(-c3ccccc3)n2Cc2ccco2)cc1OC
    -4	4	-5[fluorescence artefact?]	-2	7	3	90	3	1.2

Pulled by structure from the list above, 5 records:
Fields – Smad3 inh	CD11b adhes inh	ERb SRC1 inh	sEH activator	Candida biofilm	Mac1 fbg enh	ERa coact pot	sEH inh	MT1-MMP txn act
> CCCCCn1c(S(=O)(=O)O)nc2ccccc21
    -1	6	1	x	1	-6	118	x	1.1
> COc1ccc(C2CC(c3ccc(OC)cc3)n3nc(NC(=O)c4ccco4)nc3N2)cc1 (stereo unspecified)
    -20	-10	-6	6	x	1	101	-6	1.1
> COc1ccc(-n2nc3c(c2NC(=O)c2cc(Br)ccc2Cl)CS(=O)C3)cc1 (stereo unspecified)
    -3	-2	-3	8	6	10	105	-9	1
> O=C(Cn1cc([N+](=O)[O-])cn1)N1N=C(C(F)F)CC1(O)C(F)F (stereo unspecified)
    4	x	-1	3	-4	x	98	2	1.1
> CCOC(=O)C1=C(c2ccccc2)Nc2ncnn2C1c1cccc(OC)c1OC (stereo unspecified)
    14[fluorescence artefact?]	3	-25[fluorescence artefact?]	-3	10	2	110	3	x

Additional compounds.
Fields – Smad3 inh	CD11b adhes inh	ERb SRC1 inh	sEH activator	Candida biofilm	Mac1 fbg enh	ERa coact pot	sEH inh	MT1-MMP txn act
> O=C(CN1C(=O)COc2ccccc21)N(Cc1ccccc1)Cc1ccccn1
    16[fluorescence artefact?]	1	-6	-1	5	-1	86[fluorescence artefact?]	0	1.1
> COc1ccc(NC(=O)C2CCCCN2S(=O)(=O)c2ccc(F)cc2)cc1 (stereo unspecified)
    16	-4	-16[fluorescence artefact?]	2	4	-2	79	-3	1.2
> COc1cccc(N2C(=O)C(CC(=O)Nc3ccccc3)N(C3CCCCC3)C2=O)c1 (stereo unspecified)
    x	12	x	-11	x	-2	x	10	1.2
> Cc1ccccc1S(=O)(=O)c1c(C)cc(C)n(C(C)C)c1=O
    -2	12	-8	-4	8	-2	104	5	1.1
> O=C(Nc1nc2ccc(S(=O)(=O)N3CCCC3)cc2s1)C1CCCO1 (stereo unspecified)
    6	68	12	-10	6	-5	103	14	1.1
> O=C(CSCc1ccccc1Cl)NN1C(=O)c2ccccc2C1=O
    x	3	x	0	x	-4	x	2	x
> CCCCN(CC)CCNC(=O)c1[nH]c(C)c(C(C)=O)c1C
    0	-37	-10[fluorescence artefact?]	8	-3	-2	110	-8	0.9
> COc1ccc(-c2cc(C(F)(F)F)n3nc(C(=O)NCc4ccco4)cc3n2)cc1
    6	-7	18	x	9	-4	75	x	1
> Cn1nc(-c2ccccc2)c(-c2nc(-c3cccc(Cl)c3)no2)c1Cl
    14	0	-13	1	5	-1	97[fluorescence artefact?]	-3	1.1
> COc1ccccc1CNC(=O)CN1CCC(NC(=O)c2ccccc2F)CC1
    -1	10	-6[fluorescence artefact?]	-5	7	-4	95	6	1.1
> CCOC(=O)NC1(NC2CCCCC2)Oc2ccccc2O1
    12	-12	30	12	6	-1	104	-13	1.2
> CCOc1ccc(NC(=O)CN2C(=O)C3CC=CCC3C2=O)cc1 (stereo unspecified)
    5	-3	-7	-2	-3	-3	101	1	1.2
> CCOC(=O)c1csc(NC(=O)CSc2nnnn2-c2cccc(OC)c2)n1
    11[fluorescence artefact?]	x	-7[fluorescence artefact?]	8	5	x	143[fluorescence artefact?]	-4	1.2
